# Screening data deposited in PubChem by several laboratories.
# F-actin modifier = cytoskeleton assembly modification | HUVEC TNFa F-actin phalloidin imaging, high content | inhibition, % at 2 µM | 0.18% of 91,000 active | AID 836;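 active means inhibition above the batch mean plus 3 SD and confirmed as a hit by visual image inspection, cut at about 30% in these data, passing the limit was not always enough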; further: strong numbers were not always called active
# FAK inh = inhibitors of human focal adhesion kinase | 0.84% of 97,000 active | Q05397 | biochemical FAK kinase activity assay | inhibition, %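 (tested at 7 µM)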 | AID 727; in the data active means inhibition above about 19%;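 further: 0% = DMSO and 100% = reference compound high control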
# TNFa cytotox = toxic to HUVEC cells under TNF alpha stimulation. HUVEC TNFalpha-stimulated, Hoechst cell count, imaging. cell count reduction, % at 2 µM. 0.17% of 93,000 active. AID 848;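 active means cell count reduction exceeding the screen mean by over 5 SD, scaled to untreated wells per plate, cut at about 78% in these data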;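 further: cells counted after 24 h of TNF alpha exposure following the 1 h pretreatment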
# PTK2B oligo ant = blocks oligomerization of human Pyk2 in cells; Q14289; Q293 cells, Pyk2 FERM NanoBiT luminescence; active compounds read low; z-score (the deposit names both 25 µM and 10 µM); 0.83% of 99,000 active; AID 1347419;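 active means Z-score of -3 or lower, scaled per plate to the spread of control and sample wells; inactive means z-score above -3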;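 further: negative z-score means lost luminescence so less FERM oligomerization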
# Target sequence (Q14289 whole entry, looked up): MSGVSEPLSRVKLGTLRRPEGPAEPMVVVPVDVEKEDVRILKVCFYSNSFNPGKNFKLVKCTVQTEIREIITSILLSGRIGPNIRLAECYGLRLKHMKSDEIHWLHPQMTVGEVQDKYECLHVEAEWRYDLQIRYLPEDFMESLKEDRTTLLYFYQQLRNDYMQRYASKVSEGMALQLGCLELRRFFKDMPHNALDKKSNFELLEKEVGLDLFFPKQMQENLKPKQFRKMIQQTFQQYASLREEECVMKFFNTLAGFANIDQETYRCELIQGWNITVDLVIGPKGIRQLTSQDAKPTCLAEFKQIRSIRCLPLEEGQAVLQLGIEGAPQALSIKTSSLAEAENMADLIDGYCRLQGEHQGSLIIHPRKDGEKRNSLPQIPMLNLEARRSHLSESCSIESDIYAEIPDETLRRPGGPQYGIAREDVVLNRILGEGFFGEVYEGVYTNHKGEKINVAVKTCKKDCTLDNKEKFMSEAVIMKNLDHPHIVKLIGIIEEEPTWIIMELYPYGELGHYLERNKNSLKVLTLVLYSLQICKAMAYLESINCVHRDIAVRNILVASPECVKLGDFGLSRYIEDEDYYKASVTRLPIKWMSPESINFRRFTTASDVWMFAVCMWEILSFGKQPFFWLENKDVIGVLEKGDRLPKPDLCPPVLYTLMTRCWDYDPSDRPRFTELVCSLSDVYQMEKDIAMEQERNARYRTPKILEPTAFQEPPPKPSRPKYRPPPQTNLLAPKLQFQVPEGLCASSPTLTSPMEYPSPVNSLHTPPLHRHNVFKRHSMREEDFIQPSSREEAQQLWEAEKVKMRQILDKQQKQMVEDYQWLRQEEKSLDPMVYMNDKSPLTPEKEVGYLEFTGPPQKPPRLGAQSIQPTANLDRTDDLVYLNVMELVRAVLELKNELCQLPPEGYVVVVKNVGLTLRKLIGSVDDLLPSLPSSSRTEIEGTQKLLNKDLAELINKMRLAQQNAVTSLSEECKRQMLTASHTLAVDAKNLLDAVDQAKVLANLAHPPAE
# LYP inh 2 = inhibitors of human LYP (PTPN22) phosphatase. recombinant LYP catalytic domain, DiFMUP fluorescence. 0.21% of 96,000 active. inhibition, % at 2 µM. AID 640. Q9Y2R2;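 active means inhibition at 2 µM at or above a set limit, the screen mean plus 3 SD, cut at about 24% in these data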;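 further: 0% = DMSO with enzyme and 100% = enzyme fully blocked by orthovanadate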
# VCAM1 TNFa inh = reduces TNF alpha induced VCAM1 expression in HUVEC; 0.48% of 95,000 active; inhibition, % at 2 µM; HUVEC TNFa-induced VCAM-1 immunofluorescence, high-content imaging; AID 802;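 active means inhibition above the batch mean plus 3 SD, with images confirmed as a hit by eye, cut at about 37% in these data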;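 further: 0% = TNF-stimulated DMSO wells and 100% = unstimulated control wells; not every result past the cut was called active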
# IL1B cytotox = HUVEC cytotoxicity counter-screen, IL-1B stimulated; HUVEC cell count loss, Hoechst imaging; cell count reduction, % at 2 µM; 0.41% of 94,000 active; AID 845;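 active means cell count reduction more than 3 SD above the screen-wide mean, cut at about 70% in these data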;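 further: normalized per plate to untreated control cells as the no-loss baseline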
# PTPN22 act = activators of human LYP (PTPN22) phosphatase; Q9Y2R2; recombinant LYP, DiFMUP fluorescence; 0 = plate median, 100 = signal doubled; activation, % at 2 µM; 0.11% of 96,000 active; AID 697;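 active means activation at 2 µM above a set limit, the mean plus 5 SD, cut at about 37% in these data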
# ERa coact inh = ER-alpha (human) coactivator binding inhibition. inhibition, % at 25.6 µM. 1.7% of 86,000 active. P03372. TR-FRET ER-alpha LBD / SRC-1 peptide, estradiol-bound; in the data active means inhibition above about 50%;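 further: 0% = receptor plus peptide control and 100% = peptide only without receptor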
# Numbers without * were called inactive; x = no result given; & = joins results of further samples; [ ] = remark or other dose.
[1] CCc1nc(N2CCOCC2)c(C#N)c2c1COC(C)(C)C2
[2] O=C(C(c1ccccc1)c1ccccc1)N1CCCc2ccccc21
[3] CC1(C)CC2(CC(C)(C)NC(=O)N2)NC(=O)N1
[4] C=CCn1cc(-c2ccccc2)cc(C#N)c1=O
[5] Cc1cccc2cc(COC(=O)c3ccco3)c(=O)[nH]c12
[6] COc1ccc(NC(=S)NCCC(c2ccccc2)c2ccccc2)c(OC)c1
[7] Cc1ccccc1C(=O)NNC(=O)Cc1cccc2ccccc12
[8] COc1ccc2c(c1)S/C(=C\C(=O)c1ccncc1)N2C

assay / entry	1	2	3	4	5	6	7	8
PTK2B oligo ant	1.1	-1.5	0.26	1.1	0.13	0.71	0.13	-0.83
ERa coact inh	-2	-8	1	-1[fluorescence artefact?]	-1	x	-1	39[fluorescence artefact?]
LYP inh 2	-5	3	-2	8	7	14	-1	-13
IL1B cytotox	-31	11	6	2	7	-12	24	-5
PTPN22 act	3	-2	5	-7	-8	-10	2	12
TNFa cytotox	-28	-4	-25	-14	-2	-19	-20	-6
F-actin modifier	44	-5	3	-7	1	9	-7	-4
FAK inh	3	1	-1	0	8	-6	-2	0
VCAM1 TNFa inh	6	-6	-6	4	12	4	-1	-1

[9] c1cc(-c2nn[nH]n2)ccc1CN1CCCCC1
[10] Cc1ccc(C2/C(=C(/O)c3ccc(OC(C)C)cc3)C(=O)C(=O)N2CCN2CCOCC2)cc1 (configuration not stated)
[11] N#Cc1cnn(-c2ccccc2)c1N
[12] CC1=Nn2c(nnc2-c2ccccn2)SC1
[13] CCOC(=O)N1CCN(C(=O)C(NC(=O)C2CCC(C)CC2)C(C)C)CC1 (configuration not stated)
[14] O=C(NCCN=C1NS(=O)(=O)c2ccccc21)c1ccc2nccnc2c1
[15] CC1=C(C(=O)Nc2ccc(Cl)cc2)C(c2ccco2)NC(=O)N1 (configuration not stated)
[16] O=c1oc(-c2cccs2)nc2ccccc12

assay / entry	9	10	11	12	13	14	15	16
PTK2B oligo ant	-0.49	1.4	-0.01	0.33	-0.33	-0.18	0.36	-0.84
ERa coact inh	3	1	-2	9	-38	43	5	-5
LYP inh 2	-9	-9	-19	15	-8	0	2	-10
IL1B cytotox	-81	-28	6	4	13	-76	-29	-19
PTPN22 act	7	6	19	-12	9	-1	-2	9
TNFa cytotox	-57	-9	-6	-20	-15	-49	-5	6
F-actin modifier	25	9	-5	3	2	x	-60	-6
FAK inh	-6	-2	-4	0	2	6	3	3
VCAM1 TNFa inh	-2	5	10	2	7	18	6	-4

[17] CCOc1cccc(/C(O)=C2/C(=O)C(=O)N(Cc3ccco3)C2c2ccncc2)c1 (configuration not stated)
[18] CCOC(=O)c1[nH]c(C)c(CCC(=O)O)c1C
[19] C=CCSc1nnc(-c2nnc(SCC=C)n2CC)n1CC
[20] COC(=O)c1ccc(NC(=O)CN2CCCC2)cc1
[21] COC(=O)c1c(C)nc2ccccc2c1C(=O)O
[22] N#Cc1cc(Oc2cccnc2)c(Oc2cccnc2)cc1C#N
[23] O=C(CSc1nc(-c2ccco2)cc(C(F)(F)F)n1)Nc1ccccc1C(F)(F)F
[24] O=C(c1ccc(S(=O)(=O)N2CCCC2)cc1)N1CCN(Cc2ccc3c(c2)OCO3)CC1

assay / entry	17	18	19	20	21	22	23	24
PTK2B oligo ant	0.18	0.52&1	-0.94	-0.9	0.36	1.3	-0.44	1.4
ERa coact inh	-3	11&-11[fluorescence artefact?]	-4	-4	11	46[fluorescence artefact?]	10	-26
LYP inh 2	1	-3&-7	4	-1	-5	8	0	1
IL1B cytotox	-16	11&-6	-6	-9	-54	3	-2	x
PTPN22 act	4	4&8	-2	-1	2	-8	-4	-4
TNFa cytotox	4	7&-28	-12	-21	-34	6	3	-11
F-actin modifier	-58	-10	10	15	x	-10	-29	-13
FAK inh	3	-2&1	-1	2	3	-2	6	-1
VCAM1 TNFa inh	-3	17&10	0	-4	28	31	2	2

# Full records, looked up by structure. Order of values: PTK2B oligo ant, ERa coact inh, LYP inh 2, IL1B cytotox, PTPN22 act, TNFa cytotox, F-actin modifier, FAK inh, VCAM1 TNFa inh
# CCOC(=O)c1[nH]c(C)c(CCC(=O)O)c1C across the screens: 0.52&1, 11&-11[fluorescence artefact?], -3&-7, 11&-6, 4&8, 7&-28, -10, -2&1, 17&10
# CCOc1cccc(/C(O)=C2/C(=O)C(=O)N(Cc3ccco3)C2c2ccncc2)c1 (configuration not stated) across the screens: 0.18, -3, 1, -16, 4, 4, -58, 3, -3
# N#Cc1cc(Oc2cccnc2)c(Oc2cccnc2)cc1C#N across the screens: 1.3, 46[fluorescence artefact?], 8, 3, -8, 6, -10, -2, 31
# COC(=O)c1ccc(NC(=O)CN2CCCC2)cc1 across the screens: -0.9, -4, -1, -9, -1, -21, 15, 2, -4

# Next structures
[25] CNS(=O)(=O)c1cccc(C(=O)OCC(=O)C23CC4CC(CC(C4)C2)C3)c1
[26] COc1ccc(C(=O)/C=C/Nc2ccc([N+](=O)[O-])cc2C)cc1OC
[27] COc1ccc(NC(=O)c2ccccc2NC(=O)CSc2ccc(Cl)cc2)cc1
[28] Cc1cc(C(=O)CN2C(=O)c3ccccc3S2(=O)=O)c(C)n1-c1ccccc1
[29] Cn1cccc1CC(=O)N/N=C\c1cccs1
[30] CCOC(=O)c1[nH]c2ccc(Br)cc2c1NC(=O)CCN1CCCCC1
[31] CCOc1ccc(OCC)c(NC(=O)C2CCN(S(=O)(=O)c3cccnc3)CC2)c1
[32] O=C(CSc1nc2ccccc2c(=O)n1CCCO)NCc1ccccc1

assay / entry	25	26	27	28	29	30	31	32
PTK2B oligo ant	-0.69	-0.38	0	-0.56	-0.26	x	1.5	0.16
ERa coact inh	-2	x	x	-9	x	3	-7	-4
LYP inh 2	10	-11	2	-11	1	-1	-6	-2
IL1B cytotox	0	-12	-4	4	-52	-15	-8	-18
PTPN22 act	-8	8	2	9	2	0	2	0
TNFa cytotox	6	-4	9	-43	-9	-7	-22	-8
F-actin modifier	-10	-2	-20	30	-5	7	x	30
FAK inh	1	0	4	-1	0	-7	0	3
VCAM1 TNFa inh	4	2	-6	-4	9	-14	7	-2

[33] N#CC(C(=O)NCCc1ccccc1)c1nc2ccccc2nc1N1CCOCC1 (configuration not stated)
[34] CCOC(=O)C1C(=O)OC(C)(C)C1C(C)C(=O)c1ccc(C)cc1 (configuration not stated)
[35] COCCCn1c(-c2ccc(S(=O)(=O)N3CCOCC3)cc2)csc1=Nc1ccccc1
[36] Cc1nn(-c2nc3ccccc3s2)c(N)c1-c1ccc(Cl)cc1
[37] CCOC(=O)c1cnc(-n2cc(C)cn2)nc1NCc1ccc2c(c1)OCO2
[38] Cn1cnc2cc(NC(=O)c3ccco3)ccc21
[39] COc1ccc(-c2ccc(SCC(=O)N3CCOCC3)nn2)cc1
[40] COC(=O)c1oc2nc(C)cc(C)c2c1N

assay / entry	33	34	35	36	37	38	39	40
PTK2B oligo ant	-1	-0.17	x	-0.06	-0.91	-1.1	0.98	3.5
ERa coact inh	75*[fluorescence artefact?]	-10	13[fluorescence artefact?]	x	65*[fluorescence artefact?]	-29	-4	57*[fluorescence artefact?]
LYP inh 2	6	0	-2	0	9	0	-2	-2
IL1B cytotox	-2	-10	1	-26	6	-7	12	-6
PTPN22 act	-8	2	2	0	-11	-1	1	2
TNFa cytotox	x	-8	-1	6	-16	-25	-22	-1
F-actin modifier	x	-7	7	-9	-18	50	20	-11
FAK inh	-2	-1	-3	0	7	-1	4	11
VCAM1 TNFa inh	x	15	-7	-10	2	12	-1	8

# ERa coact inh: hit marks shown above
item	molecule	PTK2B oligo ant	ERa coact inh	LYP inh 2	PTPN22 act	F-actin modifier	FAK inh	VCAM1 TNFa inh
33	N#CC(C(=O)NCCc1ccccc1)c1nc2ccccc2nc1N1CCOCC1 (configuration not stated)	-1	75*[fluorescence artefact?]	6	-8	x	-2	x
37	CCOC(=O)c1cnc(-n2cc(C)cn2)nc1NCc1ccc2c(c1)OCO2	-0.91	65*[fluorescence artefact?]	9	-11	-18	7	2
40	COC(=O)c1oc2nc(C)cc(C)c2c1N	3.5	57*[fluorescence artefact?]	-2	2	-11	11	8

# New compounds follow.
[41] Cc1nn(Cc2ccc([N+](=O)[O-])cc2)c(=O)n1-c1c(F)cccc1F
[42] CCOC(=O)C(C(=O)NCc1ccc(C)cc1)c1ncc(C(F)(F)F)cc1Cl (configuration not stated)
[43] CCOc1ccc2c(c1)C(C)=CC(C)(C)N2C(=O)Nc1ccccc1
[44] COC(=O)c1ccc(CSc2nc3c(cnn3-c3ccccc3)c(=O)[nH]2)o1
[45] CC1CCN(CCCNC(=O)COc2cc(=O)n(C)c3ccccc23)CC1
[46] CCN(C(=O)COC(=O)c1cccnc1SC)C1CCS(=O)(=O)C1 (configuration not stated)
[47] CCN(CC)Cc1nc2c(c(=O)[nH]1)C1(CCCC1)Cc1ccccc1-2
[48] CCCCS(=O)Cc1ccccc1 (configuration not stated)

assay / entry	41	42	43	44	45	46	47	48
PTK2B oligo ant	0.12	-0.71	-0.11	-1.4	1.7	0.32	-0.8	0.17
ERa coact inh	x	x	-6	-38	7[fluorescence artefact?]	-1	2	5[fluorescence artefact?]
LYP inh 2	2	-1	-8	-2	-9	9	5	0
IL1B cytotox	-3	5	-28	-13	-1	-17	-7	3
PTPN22 act	1	-3	6	-3	6	-9	-2	1
TNFa cytotox	-11	-34	-11	-23	-15	0	-7	5
F-actin modifier	5	-1	-7	4	46	-10	13	-7
FAK inh	7	-1	-1	-4	3	-1	7	-2
VCAM1 TNFa inh	-1	6	9	-2	-1	-7	14	-10

# 2 records drawn at random from those above, as already listed:
[48] CCCCS(=O)Cc1ccccc1 (configuration not stated)
[43] CCOc1ccc2c(c1)C(C)=CC(C)(C)N2C(=O)Nc1ccccc1

assay / entry	48	43
PTK2B oligo ant	0.17	-0.11
ERa coact inh	5[fluorescence artefact?]	-6
LYP inh 2	0	-8
IL1B cytotox	3	-28
PTPN22 act	1	6
TNFa cytotox	5	-11
F-actin modifier	-7	-7
FAK inh	-2	-1
VCAM1 TNFa inh	-10	9

# Next compounds:
[49] CCCCNc1c(C(=O)OCC)c(=O)[nH]c2ccccc12
[50] CC(NS(C)(=O)=O)C(c1cccs1)N1CCN(c2ccccc2F)CC1 (configuration not stated)
[51] COc1ccccc1C(=O)N1CCC(C(=O)c2ccc(F)cc2)CC1
[52] CCOC(=O)C1CCN(CC(=O)Nc2cc(C)nn2-c2nc3ccccc3s2)CC1
[53] O=C(NCCN1CCN(c2ccccc2F)CC1)C1CC(=O)N(C2CCCC2)C1 (configuration not stated)
[54] Cc1ccc(-c2cc(C(=O)N3N=C(C(F)F)CC3(O)C(F)F)c3ccccc3n2)cc1C (configuration not stated)
[55] COCCn1c(C)cc(C(=O)CSc2ncnc3sc4c(c23)CCC4)c1C
[56] CC(Nc1nc(N2CCN(S(C)(=O)=O)CC2)nc2ccccc12)c1ccccc1 (configuration not stated)
[57] COc1cc(-c2noc(CCCC(=O)NCc3ccccc3)n2)cc(OC)c1OC

assay / entry	49	50	51	52	53	54	55	56	57
PTK2B oligo ant	2.1	0.47	-0.48	-0.07	0.24	-2.2	1.1	-0.13	0.69
ERa coact inh	-1	-1	17	-1	-7	x	18[fluorescence artefact?]	4	-3
LYP inh 2	2	8	8	7	-3	9	0	4	3
IL1B cytotox	-3	25	3	-131	-6	0	-9	13	-28
PTPN22 act	2	-5	-8	-7	3	-6	-2	-3	-1
TNFa cytotox	-4	-11	18	-5	5	-8	1	-13	-20
F-actin modifier	-58	20	1	2	-18	15	-1	0	13
FAK inh	3	6	2	0	-1	-4	83*	0	1
VCAM1 TNFa inh	13	-6	12	-10	5	1	-6	-20	23
